FBW7 activator – human FBW7 E3 ligase activation, primary screen; Q969H0; AlphaScreen FBW7–phospho-cyclin E peptide binding, activator screen; normalized activity (activation), % at 26.1 µM; 0.13% of 650,000 active; in the data active = normalized activity above about 1.9%;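 also: purified mutant Fbw7 with reduced substrate affinity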
Target sequence (Q969H0 whole entry, looked up): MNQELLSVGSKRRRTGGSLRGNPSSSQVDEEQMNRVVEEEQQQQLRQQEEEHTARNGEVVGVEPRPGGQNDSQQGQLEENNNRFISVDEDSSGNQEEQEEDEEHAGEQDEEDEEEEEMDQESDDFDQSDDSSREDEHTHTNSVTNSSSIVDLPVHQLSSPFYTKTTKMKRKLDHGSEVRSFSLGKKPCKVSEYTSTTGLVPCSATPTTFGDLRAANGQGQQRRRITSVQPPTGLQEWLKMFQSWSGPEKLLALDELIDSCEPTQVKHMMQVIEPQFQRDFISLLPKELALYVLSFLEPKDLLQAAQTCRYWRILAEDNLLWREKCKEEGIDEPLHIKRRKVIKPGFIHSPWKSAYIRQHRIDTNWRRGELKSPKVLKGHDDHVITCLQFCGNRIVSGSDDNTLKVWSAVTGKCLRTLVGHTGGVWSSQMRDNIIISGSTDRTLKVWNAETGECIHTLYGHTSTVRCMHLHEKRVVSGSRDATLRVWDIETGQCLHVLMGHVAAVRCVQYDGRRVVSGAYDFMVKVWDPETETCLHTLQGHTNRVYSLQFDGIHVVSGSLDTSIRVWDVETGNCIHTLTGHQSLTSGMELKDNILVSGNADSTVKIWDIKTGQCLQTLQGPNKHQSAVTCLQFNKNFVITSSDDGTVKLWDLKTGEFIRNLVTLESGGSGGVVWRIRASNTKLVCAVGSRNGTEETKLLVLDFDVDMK
TEAD-YAP inh – TEAD-YAP interaction inhibition; HEK-TIYL cells, TEAD-Gal4/YAP UAS-luciferase luminescence; inhibition, % at 9.12 µM; 1.4% of 640,000 active; in the data active = inhibition above about 32%;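 also: 0% = median of test compound wells and 100% = reference inhibitor wells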
MITF primary – inhibitors of human MITF; AID 1259374; O75030; 0.91% of 650,000 active; AlphaScreen MITF homodimerization, bead proximity signal; inhibition, % at 2.6 µM; in the data active = inhibition above about 50%;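 also: 0% = vehicle wells with protein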
GPR151 activ – activators of human GPR151. AID 1508602. activation, % at 11.2 µM. 1% of 650,000 active. PathHunter beta-arrestin GPR151 cells, luminescence; in the data active = activation above about 4.9%;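 also: 0% = median of compound wells and 100% = cells with positive control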
Target sequence (Q8TDV0 whole entry, looked up): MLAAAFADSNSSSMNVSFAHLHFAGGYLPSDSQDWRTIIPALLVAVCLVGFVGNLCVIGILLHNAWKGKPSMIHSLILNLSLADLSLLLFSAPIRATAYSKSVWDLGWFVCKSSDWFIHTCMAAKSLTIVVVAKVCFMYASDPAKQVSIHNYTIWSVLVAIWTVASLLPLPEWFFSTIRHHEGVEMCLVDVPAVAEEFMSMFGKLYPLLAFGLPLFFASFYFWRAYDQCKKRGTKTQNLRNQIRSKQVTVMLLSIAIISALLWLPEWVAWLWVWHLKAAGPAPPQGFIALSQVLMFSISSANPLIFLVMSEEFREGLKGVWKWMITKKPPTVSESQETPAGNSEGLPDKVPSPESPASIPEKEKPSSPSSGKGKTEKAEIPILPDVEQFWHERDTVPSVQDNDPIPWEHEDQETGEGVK
* marks the source's active call; other numbers are inactive results.

Start of the listing, in advance (3 entries):
Results follow in this order: FBW7 activator, TEAD-YAP inh, MITF primary, GPR151 activ
- CN1/C(=c2/sc3nc4ccccc4n3c2=O)Sc2ccc(-c3ccccc3)cc21
  -0.1, -3.0, -9.7, -1.1
- FC(F)(F)c1cccc(Nc2ncnc3sc4c(c23)CCCC4)c1
  -0.1, -5.2, 1.5, 2.4
- O=C(CCCC(=O)Nc1ccc(Br)cc1)N/N=C/c1ccccc1Cl
  0.0, -3.6, -5.3, 0.2

All compounds of this part, previewed entries included:
Results follow in this order: FBW7 activator, TEAD-YAP inh, MITF primary, GPR151 activ
- CN1/C(=c2/sc3nc4ccccc4n3c2=O)Sc2ccc(-c3ccccc3)cc21
  -0.1, -3.0, -9.7, -1.1
- FC(F)(F)c1cccc(Nc2ncnc3sc4c(c23)CCCC4)c1
  -0.1, -5.2, 1.5, 2.4
- O=C(CCCC(=O)Nc1ccc(Br)cc1)N/N=C/c1ccccc1Cl
  0.0, -3.6, -5.3, 0.2
- O=C(O)CCC(C(=O)O)N1C(=O)/C(=C/c2ccccc2Cl)SC1=S (stereo unspecified)
  -0.2, 1.9, -8.0, 3.8
- COc1ccc(NC(=O)C2CCCCN2/N=C/c2ccc(O)c(O)c2)cc1OCC(C)C (stereo unspecified)
  -0.4, -12.6, -1.3, 0.5
- O=C(/C=C/c1ccco1)c1ccc(Cl)cc1
  -0.2, -3.7, 9.0, 0.8
- O=S(=O)(/N=C(/c1ccc(Cl)cc1)N1CCOCC1)c1ccc(Cl)cc1
  0.1, -7.0, -27.6, -1.4
- Cc1cc(C)cc(NC(=O)CN2C(=O)CC(c3ccccc3)S(=O)(=O)c3ccccc32)c1 (stereo unspecified)
  0.0, 3.1, 15.6, -0.3
- Cc1ccc(N2CC(NC(=O)NCc3ccco3)CC2=O)cc1C (stereo unspecified)
  0.5, 6.4, 0.8, 5.8*
- CCc1ccccc1NC(=O)c1cccc(C)c1
  0.0, 2.4, -1.7, 0.6

Entries of single compounds, quoted from the list. Order of values: FBW7 activator, TEAD-YAP inh, MITF primary, GPR151 activ
O=C(CCCC(=O)Nc1ccc(Br)cc1)N/N=C/c1ccccc1Cl reads 0.0, -3.6, -5.3, 0.2
O=C(/C=C/c1ccco1)c1ccc(Cl)cc1 reads -0.2, -3.7, 9.0, 0.8
O=S(=O)(/N=C(/c1ccc(Cl)cc1)N1CCOCC1)c1ccc(Cl)cc1 reads 0.1, -7.0, -27.6, -1.4
O=C(O)CCC(C(=O)O)N1C(=O)/C(=C/c2ccccc2Cl)SC1=S (stereo unspecified) reads -0.2, 1.9, -8.0, 3.8
CN1/C(=c2/sc3nc4ccccc4n3c2=O)Sc2ccc(-c3ccccc3)cc21 reads -0.1, -3.0, -9.7, -1.1

Additional results
Results follow in this order: FBW7 activator, TEAD-YAP inh, MITF primary, GPR151 activ
- CCc1nnc(NC(=O)CSc2nc3cc4c(cc3cc2C#N)OCO4)s1
  0.0, -2.5, 0.1, -0.7
- Cc1cc(OC(C)C(N)=O)nc(-c2ccccc2)n1 (stereo unspecified)
  0.3, -3.6, 27.1, -1.6
- CCOC(=O)N=Nc1c2ccccc2c2nc3no[nH]c3nc12
  -0.1, 11.7, -0.3, 0.1
- N#C/C(=C(/O)CSc1nnc(-c2ccco2)o1)c1nc2ccccc2[nH]1
  0.0, -0.8, 7.2, 1.0
- CCCOC(=O)C1=C(C)NC2=C(C(=O)CC(C)(C)C2)C1c1ccc(F)c(F)c1 (stereo unspecified)
  0.3, 5.8, 9.9, 0.2
- NC1=NC(=O)CC(C(=O)Nc2cccc3ccccc23)S1 (stereo unspecified)
  0.0, 8.4, -13.1, 2.6
- COc1ccccc1NC(=O)NC1(C(=O)N2CCc3ccccc32)CCCCC1
  0.1, 4.4, 7.5, 0.1
- CCOc1ccc(N=C2NC(=O)S/C2=C\c2ccc(O)c(OC)c2)cc1
  0.8, 8.1, -0.2, -0.4
- Cc1cc(C)c2cc(C#N)c(SCC(=O)Nc3cc(C)on3)nc2c1
  0.1, -7.5, 3.6, 1.4
- Cc1ccc(C(=O)Nc2cccc(F)c2)c(F)c1F
  0.1, -46.2, -6.9, -1.9
- COC(=O)COc1ccc(S(=O)(=O)Nc2cc(OC)ccc2OC)cc1
  0.5, -6.2, 7.3, 0.8
- Cc1ccc(-n2nc(C)cc2/N=C/N(C)C)cc1
  -0.1, 2.6, 9.2, 5.4*
- O=C(COC(=O)c1cc(=O)c2ccccc2o1)Nc1nc(-c2ccccc2)cs1
  0.1, -19.4, -1.8, -1.8
- COc1ccc(OC)c(C(=O)COC(=O)c2cc3ccccc3cc2O)c1
  0.5, -10.5, 17.0, 0.3
- CCOC(=O)c1c(NC(=O)C2C3C=CC(CC3)C2C(=O)O)sc2c1CCCC2 (stereo unspecified)
  0.0, 7.8, 9.4, -1.7
- CCC(CC)C(=O)Nc1cccc(C(=O)NCCc2ccc(S(N)(=O)=O)cc2)c1
  0.0, -5.3, -5.7, -2.0
- COc1ccc(OC)c(Cc2nnc(CCC(=O)NCCCOC(C)C)o2)c1
  -0.1, -9.0, -7.7, 0.4
- CNC(=S)N(C)CCc1ccc(OC)c(OC)c1
  0.4, -7.9, 8.9, 1.2
- COc1cccc(NC(=S)N2CCN(C(=O)c3ccco3)CC2)c1
  0.2, 14.1, 10.5, -1.9
- CC(C)(C)c1ccc(C(=O)NNC(=O)C(=O)Nc2ccccc2)cc1
  0.2, -33.4, 3.7, 1.5
- Nc1nonc1-n1nnc(C(=O)O)c1CSc1nc2ccccc2[nH]1
  -0.3, -9.9, -3.7, 0.2
- Cc1occc1-c1nnc(SCc2nc3ccccc3s2)n1N
  0.0, -44.9, 6.4, -1.6
- CCn1c(SCC(N)=O)nnc1-c1ccc(OC)c(OC)c1
  -0.1, -2.4, 0.0, 1.3
- Cn1nc2c(c1NC(=O)c1cc3ccccc3oc1=O)CCC2
  0.1, -6.3, 11.6, -0.9
- COc1ccc(OCCSc2nc3ccccc3n2C)cc1
  -0.1, -27.0, -9.2, 0.0
- COc1cc(/C=C/C(=O)OCc2ccc([N+](=O)[O-])cc2)ccc1OCC#N
  -0.2, -1.3, 0.9, -0.6
- O=C(O)/C=C/C(=O)Nc1nnc(-c2cccs2)s1
  0.0, 3.8, -15.9, -0.6
- CC(=O)c1cccc(-c2nc(C)cc(NCCOc3ccccc3)n2)c1
  0.3, -24.2, -0.2, 0.4
- Cc1cc(Cl)ccc1OCC(=O)Nc1ccc(F)c([N+](=O)[O-])c1
  0.3, -37.8, 20.5, -0.9
- CN(Cc1ccccc1)C(=O)CSc1nc2ccsc2c(=O)n1-c1ccc(F)cc1
  0.0, 12.1, 10.9, -0.4
- Cc1c(NC(=O)c2cccc([N+](=O)[O-])c2C)cccc1-c1nc2ccccc2[nH]1
  -0.1, -21.8, -1.7, -0.5
- CCS(=O)(=O)N1CCCC(C(=O)NC2CCCC(C)C2C)C1 (stereo unspecified)
  0.0, 5.2, 3.7, 0.2
- O=C(CSc1ccc(Cl)cc1)N/N=C/c1ccccc1
  0.6, 9.7, -5.0, 0.2
- COc1ccc(C(=O)N2CCCCC2)cc1S(N)(=O)=O
  0.1, 0.6, -14.8, 0.2
- COC(=O)c1cc(NC(=O)C2=C(C)C(=O)OC23CCCCC3)cc(C(=O)OC)c1
  -0.3, 0.5, 4.1, 0.8
- Cc1ccc(NC(=O)C2C3NC(=O)NC2(C)Oc2ccc(Cl)cc23)c(C)c1 (stereo unspecified)
  0.3, -4.9, 13.4, 2.1
- COc1ccc(/C=C\c2nc(=O)c3ccccc3o2)cc1
  -0.3, -16.5, -6.0, -2.7
- Cc1ccc(NS(=O)(=O)c2cc3[nH]c(=O)c(=O)[nH]c3cc2C)cc1C
  0.0, 4.1, 8.6, -0.1
- COc1ccc(C(=O)OCCN2CCN(S(=O)(=O)c3ccc(C)cc3)CC2)cc1OC
  0.2, -2.1, 8.6, -1.7
- O=C1CCCc2c1n(CCCN1CCN(C(c3ccccc3)c3ccccc3)CC1)c1ccccc21
  0.0, -2.0, 2.0, -1.2
- CCCC(=O)Nc1c2c(nn1-c1cccc(Cl)c1)CS(=O)C2 (stereo unspecified)
  0.4, 2.5, -6.7, -1.2
- COC(=O)c1sc(S(=O)(=O)Nc2ccc(F)cc2)c(C(=O)OC)c1C
  -0.1, 1.4, -9.0, -1.7
- O=C(c1ccccc1)N1CCN(c2ccc([N+](=O)[O-])c(NCc3ccccc3)c2)CC1
  -0.2, -2.6, 5.8, -1.6
- CC1CC(C)CN(S(=O)(=O)c2ccc(C(=O)Nc3nc(-c4cccnc4)cs3)cc2)C1 (stereo unspecified)
  -0.1, 1.0, -2.6, -0.4
- CC1CCCN(CC(O)COCC2COc3ccccc3O2)C1 (stereo unspecified)
  0.0, 1.6, -8.5, 0.1
- O=C(c1ccccc1)N1CCN(C(=O)c2cccc3ccccc23)CC1
  -0.2, 5.5, -10.2, -0.3
- C=CCn1c(SCC(=O)Nc2ccc3[nH]c(=O)[nH]c3c2)nnc1C1CCCCC1
  -0.1, -8.9, -2.4, 1.2
- COc1cccc(-c2nnnn2-c2cccc(OC)c2)c1
  0.9, -1.8, 6.0, 0.1
- Cc1ccc(S(=O)(=O)NNC(=O)C23CC4CC(C)(CC(C)(C4)C2)C3)cc1
  0.1, 9.3, -1.8, 0.6
- Cc1ccc(C)c(Oc2coc3cc(OCc4ccc(F)cc4)ccc3c2=O)c1
  0.2, -4.4, 19.9, 0.1

(listing goes on)
Results follow in this order: FBW7 activator, TEAD-YAP inh, MITF primary, GPR151 activ
- C/C(=N/NC(=O)c1ccc(O)cc1)c1ccc(-c2ccccc2)cc1
  0.0, -31.9, 5.1, -1.4
- CCCc1nc2c(=O)n(C)c(=O)[nH]c2n1CCc1ccccc1
  0.0, 13.0, -2.0, 0.3
- O=C(Nc1nccs1)NC1CC(=O)N(c2ccc(Cl)cc2)C1 (stereo unspecified)
  -0.1, -11.4, -11.6, -1.4
- CCOC(=O)c1ccccc1NC(=O)COc1cccc(C)c1C
  0.4, 1.4, 13.2, -0.8
- COC(=O)c1ccc(N(C)CC(F)(F)C(F)F)cc1
  0.1, -18.9, 15.8, -0.8
- Cc1ccc2c(c1)c(NC(=O)c1ccno1)nn2Cc1ccc(C#N)cc1
  -0.2, -8.2, -11.7, 0.4
- CN(Cc1cccc(C(=O)NCCCCNS(=O)(=O)c2cccc3c(N(C)C)cccc23)c1)C(=O)Nc1ccc(-c2cn[nH]c2)cc1
  1.6, -2.1, 19.4, 3.3
- CCCCC(=O)Nc1cc(OC)c(NC(=S)NC)cc1OC
  0.0, -6.0, 75.5*, 2.3
- CCCCN(C)C(=O)C(Cc1ccccc1)NS(=O)(=O)c1ccc(Br)cc1 (stereo unspecified)
  -0.1, 7.1, 9.5, -0.4
- COc1ccc(CC(=O)NC(CC(=O)O)c2cccc([N+](=O)[O-])c2)cc1 (stereo unspecified)
  0.4, -3.1, 7.8, -0.6
- O=C(COC(=O)c1cccc(I)c1)NC1CCCCCC1
  0.1, 4.3, 3.5, 1.0
- CCOC(=O)c1c(NC(NC(=O)c2ccccc2Cl)(C(=O)OC)C(F)(F)F)sc(-c2ccccc2)c1C (stereo unspecified)
  -0.1, 3.5, 9.8, -0.3
- NC(=O)c1ccc(NC(=O)c2cc(Br)ccc2Cl)cc1
  -0.1, -1.5, 11.2, -0.4
- CC1=NN(C(=O)c2csc(C(C)C)c2)C(O)(C(F)(F)F)C1 (stereo unspecified)
  0.1, -24.3, -18.8, -0.3
- O=C(NCc1cccnc1)c1csc2c1CCCC2
  0.9, -6.3, 12.3, 0.4
- Cc1ccc(-c2nc(Nc3ccc(O)cc3)c3ccccc3n2)cc1
  0.1, -17.4, 4.0, -0.2
- Cc1cc(C)n(C(=O)CSc2ccc(C(C)(C)C)cc2)n1
  -0.1, 0.1, -15.4, 0.0
- CN=Cc1cc(-c2ccccc2)sc1O
  -0.1, -42.9, 12.9, 0.6
- COc1ccc(C2CC(=O)C(C(c3ccc(OCCN4CCOCC4)cc3)C3C(=O)CC(c4ccc(OC)cc4)CC3=O)C(=O)C2)cc1 (stereo unspecified)
  -0.1, -12.1, -0.8, 0.2
- CN(C(=O)CNC(=O)Cn1cnc2sc3c(c2c1=O)CCCC3)c1ccc(Cl)cc1
  0.1, 8.5, 2.9, -1.0
- CCOc1ccc(C2/C(=C(\O)c3ccc(S(=O)(=O)N(C)C)cc3)C(=O)C(=O)N2CCCN(C)C)cc1OC (stereo unspecified)
  -0.1, -7.7, 7.6, 1.5
- CCCN(CCC)CCN1C(=O)C2C(C(=O)Nc3ccc(OC)cc3)C3C=CC2(O3)C1C(=O)NC1CCCC(C)C1C (stereo unspecified)
  -0.2, 2.3, -4.1, -0.2
- CC(=O)c1c(C)[nH]c(C(=O)OCC(=O)NC23CC4CC(CC(C4)C2)C3)c1C
  0.0, 10.0, -3.4, 2.3
- CCc1nc(N2CCOCC2)c(C#N)c2c1CCCC2
  -0.2, -3.5, -7.5, 0.6
- CCc1ccc(C(=O)NC(Cc2c[nH]c3ccccc23)C(=O)OCC(=O)c2ccc(Br)cc2)cc1 (stereo unspecified)
  0.1, -1.5, 4.7, -1.8
- O=S(=O)(Cc1ccccc1)N1CCN(Cc2ccccc2Cl)CC1
  0.0, 5.4, 91.7*, 0.9
- O=[N+]([O-])c1cccc(S(=O)(=O)Nc2nc3ccccc3nc2Nc2ccccc2)c1
  0.1, -1.8, 4.0, 2.2
- Cc1cccc2c(C(=O)OCC(C)C)cc(-c3ccc(Cl)cc3)nc12
  0.3, 11.9, 2.0, -0.7
- COc1cccc(CNC(=O)c2cnc3scc(C(C)(C)C)n3c2=O)c1
  -0.4, -5.9, -1.1, 0.5
- CCOc1cc(/C=C2/C(=N)N3OC(C)=CC3=NC2=O)ccc1OCc1ccccc1F
  0.1, 2.7, 7.3, -0.8
- CC12CCC(C(=O)Nc3nc4c(s3)CCCC4)(CC1=O)C2(C)C (stereo unspecified)
  -0.3, 7.5, 8.1, -1.6
